High-throughput results from PubChem.
TEAD-YAP block: TEAD-YAP interaction inhibition, primary screen, TEAD-YAP interaction inhibitor project, luminescence, HEK-TIYL cells. 1.4% of 640,000 active. AID 1259422, 2018. TEAD-Gal4/YAP UAS-luciferase luminescence. inhibition, % at 9.12 µM; in the data active = inhibition above about 32%;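 note: 0% = median of test compound wells and 100% = reference inhibitor wells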
GPR151 activ: activators of human GPR151, primary screen, cell-based, PathHunter beta-arrestin, luminescence; G-protein coupled receptor 151 (Homo sapiens), Q8TDV0; PathHunter beta-arrestin GPR151 cells; activation, % at 11.2 µM; 1% of 650,000 active; AID 1508602, 2020; in the data active = activation above about 4.9%;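 note: 0% = median of compound wells and 100% = cells with positive control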
Target sequence (Q8TDV0 whole entry, looked up): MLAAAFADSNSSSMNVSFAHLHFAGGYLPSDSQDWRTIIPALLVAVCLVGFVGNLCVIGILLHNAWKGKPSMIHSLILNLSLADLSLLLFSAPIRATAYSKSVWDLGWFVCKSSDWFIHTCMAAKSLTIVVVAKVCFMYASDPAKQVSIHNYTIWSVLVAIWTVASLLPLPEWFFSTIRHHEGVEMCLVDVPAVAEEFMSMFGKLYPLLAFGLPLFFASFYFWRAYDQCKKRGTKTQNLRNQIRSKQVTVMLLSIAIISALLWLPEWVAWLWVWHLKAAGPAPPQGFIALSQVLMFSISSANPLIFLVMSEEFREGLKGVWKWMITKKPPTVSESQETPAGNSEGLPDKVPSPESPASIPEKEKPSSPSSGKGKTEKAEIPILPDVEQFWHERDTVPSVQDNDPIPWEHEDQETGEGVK
MITF inh: MITF inhibitors, primary screen, biochemical, AlphaScreen, human. AlphaScreen MITF homodimerization, bead proximity signal. inhibition, % at 2.6 µM. 0.91% of 650,000 active. AID 1259374, 2018; in the data active = inhibition above about 50%;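 note: 0% = vehicle wells with protein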
FBW7 act: FBW7 E3 ligase activators, primary screen, biochemical, AlphaScreen, human; F-box/WD repeat-containing protein 7 (Homo sapiens), Q969H0; AlphaScreen FBW7–phospho-cyclin E peptide binding, activator screen; normalized activity (activation), % at 26.1 µM; 0.13% of 650,000 active; AID 1259310, 2017; in the data active = normalized activity above about 1.9%;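 note: purified mutant Fbw7 with reduced substrate affinity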
Target sequence (Q969H0 whole entry, looked up): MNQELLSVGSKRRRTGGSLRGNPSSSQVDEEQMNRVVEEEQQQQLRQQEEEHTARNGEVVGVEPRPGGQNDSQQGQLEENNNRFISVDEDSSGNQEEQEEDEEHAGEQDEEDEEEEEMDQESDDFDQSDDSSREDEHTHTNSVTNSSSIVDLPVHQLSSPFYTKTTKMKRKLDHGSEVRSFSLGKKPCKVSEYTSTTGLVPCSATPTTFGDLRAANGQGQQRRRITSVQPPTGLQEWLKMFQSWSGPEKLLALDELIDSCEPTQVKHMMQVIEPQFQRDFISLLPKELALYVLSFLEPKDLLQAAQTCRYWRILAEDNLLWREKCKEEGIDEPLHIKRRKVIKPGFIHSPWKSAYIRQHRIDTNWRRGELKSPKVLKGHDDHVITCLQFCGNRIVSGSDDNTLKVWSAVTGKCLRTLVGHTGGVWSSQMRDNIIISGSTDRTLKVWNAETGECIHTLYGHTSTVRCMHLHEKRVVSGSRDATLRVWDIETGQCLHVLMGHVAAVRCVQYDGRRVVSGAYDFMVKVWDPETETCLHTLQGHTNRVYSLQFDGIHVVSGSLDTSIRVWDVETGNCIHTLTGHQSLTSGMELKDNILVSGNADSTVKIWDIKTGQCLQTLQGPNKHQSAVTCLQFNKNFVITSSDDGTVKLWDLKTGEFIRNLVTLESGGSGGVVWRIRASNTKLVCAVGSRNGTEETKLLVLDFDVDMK
Numbers without * were called inactive.

Preview (3 entries):
SMILES	TEAD-YAP block	GPR151 activ	MITF inh	FBW7 act
CCCNC(=O)Cn1cnc2sc(C(=O)Nc3ccc(F)cc3)c(C)c2c1=O	3.0	0.0	1.0	-0.1
CC(C)(C)n1cnc2cc(NCc3ccccn3)ccc21	-14.0	-1.7	-1.2	-0.1
O=C(CNC(=O)c1ccco1)N/N=C/c1ccc(O)cc1O	-3.7	-0.2	12.3	-0.4

The whole of this part, repeating the preview:
SMILES	TEAD-YAP block	GPR151 activ	MITF inh	FBW7 act
CCCNC(=O)Cn1cnc2sc(C(=O)Nc3ccc(F)cc3)c(C)c2c1=O	3.0	0.0	1.0	-0.1
CC(C)(C)n1cnc2cc(NCc3ccccn3)ccc21	-14.0	-1.7	-1.2	-0.1
O=C(CNC(=O)c1ccco1)N/N=C/c1ccc(O)cc1O	-3.7	-0.2	12.3	-0.4
Cc1cccc(C)c1OCC(=O)N1CCN(c2ccc(F)cc2)CC1	4.7	-1.1	6.3	-0.1
O=C(Nc1nc(-c2ccncc2)c(-c2ccc(O)cc2)s1)C1COc2ccccc2O1 (stereo not given)	11.3	-1.1	-0.9	-0.2
COC(=O)c1ccccc1NC(=O)CCS(=O)(=O)c1ccc(OC)cc1	-8.9	1.5	4.8	0.2
COc1ccc(C(CC(=O)Nc2ccccc2OC)n2cccc2)cc1 (stereo not given)	-2.0	-0.2	6.0	-0.3
Cc1ccc(NC(=O)C2CC(=O)Nc3ncnn32)c(C)c1 (stereo not given)	6.9	-0.9	-7.0	-0.1
CC(=O)CC(C)(C)n1nnc(C)n1	-10.8	-0.6	-3.5	0.0
COc1cccc(-c2nc(-c3ccc(NC(=O)c4ccc(Br)o4)cc3)no2)c1	-36.0	-0.7	-3.7	-0.1
COc1cc2ccccc2cc1C(=O)Nc1ccc(NC(=O)c2ccccc2)c(C)c1	-2.9	0.8	-6.2	0.2
OCCNC(=S)Nc1ccc(Br)cc1	11.4	0.4	8.6	0.2
Cc1cccc2cc(CN(CCCO)S(=O)(=O)c3ccccc3)c(=O)[nH]c12	-6.5	0.7	3.3	-0.1
CCN(CC)c1nc(NC2CCN(Cc3ccccc3)CC2)nc(N2CCN(Cc3ccc4c(c3)OCO4)CC2)n1	4.0	-2.6	5.9	-0.1
COc1ccc(C(=O)Nc2ccccc2)cc1S(=O)(=O)Nc1ccc(Br)cc1	-11.1	0.0	-10.9	-0.1
COc1ccc(C(=O)NCC(=O)OCC(=O)OC2CC(C)CCC2C(C)C)cc1 (stereo not given)	8.2	-1.3	3.5	0.3
COc1ccc(N2C(=O)CSC2c2ccc(Br)cc2)cc1Cl (stereo not given)	-2.4	-1.4	-18.4	0.3
COc1ccc2cc(CN(CCCO)C(=S)NCC3CCCO3)c(=O)[nH]c2c1 (stereo not given)	7.5	-0.4	-8.6	0.0
Clc1nc(Nc2ccccc2)nc(N2CCCCC2)n1	-30.9	0.0	14.1	-0.1
Nc1ccc(N2CCCCC2)cc1	-8.7	0.1	41.5	-0.3
CC(C)CC(NC(=O)OC(C)(C)C)C(=O)Oc1ccc([N+](=O)[O-])cc1 (stereo not given)	6.1	0.1	6.8	0.0
CC(C)Cc1cc(C(=O)Nc2cc(Br)ccc2O)no1	-61.6	1.5	-8.7	-0.2
Cc1ccccc1-n1c(=S)sc2c(=O)n(-c3ccccc3)c(SCc3ccc([N+](=O)[O-])cc3)nc21	1.9	0.4	-9.6	0.0
COc1ccc(C(=O)NCc2ccc(C(=O)NCCN3CCOCC3)cc2)cc1OC	7.1	-1.1	-8.3	0.1
CC(=O)Oc1ccc(C(=O)Nc2ccc(NC(=O)c3ccco3)cc2)cc1	-53.6	-1.2	-14.6	0.0
NC(=O)c1c(NC(=O)COc2ccccc2Cl)sc2c1CCCC2	11.9	-0.1	10.8	0.0
COC(=O)COc1cc(Br)c(C=O)cc1OC	8.2	1.3	-1.9	0.0
O=C(NCCN1CCOCC1)c1cc2c(s1)-c1ccccc1SC2	-12.1	-1.0	9.1	-0.2
COc1cc(CN2CCN(Cc3ccccc3)CC2)cc([N+](=O)[O-])c1O	-1.0	1.3	49.5	0.0
CCCCCN(CCN1C(=O)c2ccccc2C1=O)CCN1C(=O)c2ccccc2C1=O	3.4	0.2	13.8	-0.2
Cc1ccc(C)c(Cc2c(C)nc3c(C(=O)N4CCCCCC4)cnn3c2C)c1	5.7	2.3	15.2	0.0
CCN1C(=O)S/C(=C/c2ccccc2OCC(=O)OC)C1=O	9.7	-0.9	2.1	-0.1
COc1ccc(-c2cc(C(=O)Nc3cc(Cl)ccc3OC)c3ccccc3n2)cc1	7.1	-0.3	1.6	-0.1
COCCNCCOCCOc1ccccc1OC	5.3	0.3	43.5	0.0
CCc1nc(C(N)=O)c2[nH]c(=O)n(-c3ccc(Cl)cc3)c2n1	6.0	0.1	18.9	0.1
CCOC(=O)C(C(C)CC)N(Cc1cccc(Cl)c1)S(=O)(=O)c1ccc([N+](=O)[O-])cc1 (stereo not given)	2.5	0.2	13.2	0.0
Cc1c(C(=O)C(=O)Nc2ccccc2)c2ccccc2n1C	-9.8	0.6	-1.7	-0.1
COc1cc(C2C(C(=O)OCCOc3ccccc3)=C(C)NC3=C2C(=O)CCC3)ccc1OCc1ccccc1 (stereo not given)	16.4	0.9	0.1	1.3
CN(C)CCCN1C(=O)C(O)=C(C(=O)c2cccs2)C1c1ccncc1 (stereo not given)	-1.7	-1.0	-1.7	-0.1
CCN(CC)c1nc(NCCc2ccc(O)cc2)nc(N2CCN(c3ccccn3)CC2)n1	-1.8	0.3	0.5	-0.3
O=C(c1nn2c(C(F)(F)F)cc(-c3ccc(Cl)cc3)nc2c1Cl)N1CCOCC1	3.7	-1.6	9.1	0.2
COc1ccc(N/C=C/C(=O)c2ccc3c(c2)OCO3)cc1OC	3.9	0.9	0.1	-0.1
COCCNc1nc2c(c(=O)n(Cc3cccc(Cl)c3)c(=O)n2C)n1C	5.0	0.2	7.6	-0.2
COc1cc2c(cc1OC)C(COc1ccccc1OC)N(C(=S)Nc1cc(C)ccc1C)CC2 (stereo not given)	-3.0	-1.8	0.9	0.0
O=C(Nc1ccc2oc(-c3ccc(I)cc3)nc2c1)c1ccc(Cl)c([N+](=O)[O-])c1	-10.7	-0.5	5.2	-0.1
CCOc1ccccc1NC(=O)NCc1cccnc1	0.1	1.1	1.2	-0.1
COc1cccc(CN2CCN(C(=O)Cn3nnnc3CN(C)C(C)C)CC2)c1	-3.2	0.0	2.1	0.1
CCOc1ccc(/C=N/NC(=O)c2nnn(-c3nonc3N)c2-c2ccccc2)cc1	0.6	-0.4	-8.1	-0.1

Quoted from the listing:
CCOc1ccccc1NC(=O)NCc1cccnc1 in TEAD-YAP block = 0.1
Cc1c(C(=O)C(=O)Nc2ccccc2)c2ccccc2n1C in MITF inh = -1.7
COc1cc(C2C(C(=O)OCCOc3ccccc3)=C(C)NC3=C2C(=O)CCC3)ccc1OCc1ccccc1 (stereo not given) in FBW7 act = 1.3
CN(C)CCCN1C(=O)C(O)=C(C(=O)c2cccs2)C1c1ccncc1 (stereo not given) in MITF inh = -1.7
O=C(Nc1ccc2oc(-c3ccc(I)cc3)nc2c1)c1ccc(Cl)c([N+](=O)[O-])c1 in TEAD-YAP block = -10.7
CCN(CC)c1nc(NCCc2ccc(O)cc2)nc(N2CCN(c3ccccn3)CC2)n1 in MITF inh = 0.5

Later entries
SMILES	TEAD-YAP block	GPR151 activ	MITF inh	FBW7 act
O=C(Nc1ccccc1)c1cccc(S(=O)(=O)NCc2cccnc2)c1	3.6	-0.5	15.6	0.1
O=C1NC(=O)/C(=C\c2cn(Cc3ccccc3)c3ccccc23)N1	-1.4	0.9	5.5	-0.1
CCOC(=O)N1CCc2c(sc(NC(=O)c3ccc(S(=O)(=O)N4CCCC4)cc3)c2C(=O)N2CCOCC2)C1	1.1	0.4	7.6	-0.1
O=c1c2ccccc2sc2ccc(Cl)cc12	-5.9	-0.8	-1.1	0.0
Cc1nc2c(c(N3CCCC3)n1)CNCC2	9.6	2.0	5.7	-0.6
Oc1ccc(-c2ncccn2)cc1CN1CCN(C2CCCCC2)CC1	3.0	0.4	-14.8	-0.1
O=C(NCC1Cc2c(F)ccc(-c3ccncc3)c2O1)c1cc(F)c(F)cc1F (stereo not given)	9.5	-0.5	10.7	-0.1
CCOc1ccc(S(=O)(=O)Nc2ccc(C(=O)O)cc2)cc1C	2.8	1.0	11.4	0.1
O=C(CN1Cc2ccccc2OC(c2ccccc2)C1)NCC1C(=O)Nc2ccccc21 (stereo not given)	6.9	4.4	-0.7	0.0
O=C(Oc1ccccc1)C(c1ccccc1)c1ccccc1	11.0	-2.8	-5.1	0.1
CC(C)CCOc1cccc(OCC(=O)NC2CCS(=O)(=O)C2)c1 (stereo not given)	7.5	0.4	-11.3	-0.2
c1cncc(OC2CCN(Cc3ccc4c(c3)CN(C3CCSC3)CCO4)CC2)c1 (stereo not given)	-4.8	-0.7	-1.2	-0.1

Part of the list above, limited to FBW7 act, GPR151 activ and TEAD-YAP block:
compound	FBW7 act	GPR151 activ	TEAD-YAP block
CC(C)CCOc1cccc(OCC(=O)NC2CCS(=O)(=O)C2)c1 (stereo not given)	-0.2	0.4	7.5
c1cncc(OC2CCN(Cc3ccc4c(c3)CN(C3CCSC3)CCO4)CC2)c1 (stereo not given)	-0.1	-0.7	-4.8

The list continues:
SMILES	TEAD-YAP block	GPR151 activ	MITF inh	FBW7 act
COc1cccc(OCc2nnc(SCC(=O)NC(C)(C)C)n2C)c1	1.7	1.7	6.6	0.1
CCOC(=O)CSc1nc2cc(C(=O)N3CCc4ccccc4C3)ccc2c(=O)n1CCc1ccccc1	6.1	0.9	-3.8	0.1
FC(F)Oc1ccc(NC(=S)Nn2cnnc2)cc1	6.2	1.0	14.6	0.1
CC1CCCC(C)N1C(=O)CSc1nc2ccccc2s1 (stereo not given)	-20.9	1.3	3.9	-0.1
CC1CCN(C(=O)c2ccc(SCc3ccccn3)c([N+](=O)[O-])c2)CC1	-21.0	-1.5	-4.3	0.0
Cc1ccccc1Cc1c(C)nc2c(C(=O)NC3CCCCC3)cnn2c1C	-4.3	2.0	6.1	0.0
CC12CC(c3ccccc3O1)C(c1nnc(-c3ccccc3)o1)C(=O)N2 (stereo not given)	-4.2	0.8	-2.0	-0.1
CCOc1ccc(/C=C2\N=C(c3cc([N+](=O)[O-])ccc3Cl)OC2=O)c(OC(C)=O)c1	4.3	0.4	-17.3	0.1
Cc1ccc(NC(=O)CSc2nc3ccsc3c(=O)n2Cc2ccccc2Cl)cc1Cl	7.4	1.3	-5.0	0.0
O=C1NC(c2ccccc2Cl)/C(=C(\O)c2ccc(Br)cc2)C1=O (stereo not given)	8.9	0.2	-4.7	0.0
CCc1nc(SC(C)C(=O)Nc2ccc(Cl)cc2)n[nH]1 (stereo not given)	-2.4	-1.1	-8.0	0.0
Cc1ccc(Cl)cc1S(=O)(=O)NCC(c1ccc2c(c1)CCN2C)N1CCOCC1 (stereo not given)	8.5	0.9	-4.8	0.1
O=C(COc1ccc([N+](=O)[O-])cc1Br)N/N=C/C=C/c1ccccc1	6.2	-0.9	5.3	0.3
CCOc1ccccc1C(=O)N[C@H](C(=O)NNC(=O)c1cccs1)C(C)C	-9.3	-1.5	2.3	0.0
COc1ccc(C(=O)/C=C/Nc2ccc(F)cc2)cc1	-44.7	-5.1	3.9	0.0
CCCCc1ccc(-c2nc3ccccc3c(=O)n2NCc2ccccc2Br)cc1	-2.2	-0.3	-8.9	-0.1
COc1ccccc1OCC(=O)Nc1cccc(-c2nc3ccccc3c(=O)o2)c1	-3.9	-1.1	13.8	0.0
CCn1c(Oc2ccc(F)cc2)nc2c1c(=O)n(C)c(=O)n2C	4.5	-0.3	11.6	1.1
O=C(NC(=S)Nc1ccc(N2CCOCC2)cc1)c1ccc(F)cc1	-8.1	-1.0	20.9	-0.1
N#Cc1ccccc1COC(=O)c1ccc(Cl)c([N+](=O)[O-])c1	7.9	-1.6	-1.7	-0.3
O=C(NC(NC(=O)c1ccccc1)c1ccccc1)c1ccccc1	-3.5	-1.8	12.9	0.1
CC1(C)CC(=O)C2=C(C1)NC1=C(C(=O)CC(C)(C)C1)C2c1ccc(OCc2ccccc2)cc1	15.7	3.0	-4.8	1.3
Cc1ccc(C#N)c(SCC(=O)c2cccc(Cl)c2)n1	23.4	3.2	13.7	0.0
NC1=NC(=O)C(Cc2ccc(Cl)cc2)S1 (stereo not given)	-1.1	-0.8	8.7	-0.1
Cc1cccc(C(=O)Nc2ccc(C(=O)NNC(=O)c3ccccc3)cc2)c1	-14.8	-2.9	-4.8	-0.1
COc1cc(-c2nnc3sc(-c4cccs4)nn23)cc(OC)c1OC	-0.3	-1.4	10.4	-0.1
O=C(Nc1ccc(F)c(Cl)c1)N1CCC2(CC1)NC(=O)N(Cc1ccccc1)C2=O	3.7	-0.6	12.2	0.4
COc1cccc(C2Nc3ccccc3NC3=C2C(=O)CC(c2ccccc2)C3)c1OC (stereo not given)	7.0	-0.1	5.8	0.0
CCN(CC)CC(=O)Nn1c(C)nc2c(ncn2-c2ccccc2)c1=O	4.5	-0.1	10.2	0.0
O=C(Nc1cccnc1)c1cc(-c2ccccc2F)no1	-7.4	2.7	12.1	0.5
COc1cc(/C=N/NC(=O)C(=O)Nc2ccccn2)ccc1O	2.0	-1.3	3.4	-0.1
COc1ccc(-c2csc(NC(=O)C3CCCCC3)n2)cc1	-27.4	0.1	9.0	-0.5
CC(=O)c1c(C)n(CC(=O)NC2CCCCC2)c2ccccc12	-5.4	-1.0	0.9	-0.1
CCCC(=O)Nc1sc2c(c1C(N)=O)CC(C)(C)NC2(C)C	0.9	1.9	5.7	-0.1
CCOC(=O)c1c(NC(=O)CNCc2ccccc2)sc2c1CCN(C(=O)OCC)C2	2.1	0.5	11.1	0.0
